NFkB binder: binds human NF-kappa-B p105 on microarray | calls only | P19838 | Small molecule microarray, anti-His fluorescence binding | 1.3% of 17,000 active;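 active means spot fluorescence over background significantly raised, with a chance value under 7% in all four replicate spots of the compound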;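 further: probe protein is his-tagged human p50 processed subunit at 1 µg/ml; raw spot fluorescence signals with no normalization applied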
Target sequence (P19838 1-433 limits assumed): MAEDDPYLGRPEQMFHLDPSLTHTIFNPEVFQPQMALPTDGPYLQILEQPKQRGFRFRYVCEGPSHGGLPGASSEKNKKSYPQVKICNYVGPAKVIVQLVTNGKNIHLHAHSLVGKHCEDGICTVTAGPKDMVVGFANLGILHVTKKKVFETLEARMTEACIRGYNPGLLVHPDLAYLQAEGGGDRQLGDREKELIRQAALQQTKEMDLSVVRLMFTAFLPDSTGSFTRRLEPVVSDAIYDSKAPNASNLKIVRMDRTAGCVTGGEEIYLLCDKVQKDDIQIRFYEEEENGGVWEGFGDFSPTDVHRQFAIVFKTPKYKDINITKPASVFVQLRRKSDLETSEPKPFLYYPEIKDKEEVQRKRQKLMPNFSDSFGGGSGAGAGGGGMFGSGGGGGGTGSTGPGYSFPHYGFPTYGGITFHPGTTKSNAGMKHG
Calls only; i = inactive.

COC(CC(c1c(O)cc2cc(C)oc(=O)c2c1O)c1c(O)cc2cc(C)oc(=O)c2c1O)C(=O)O (centres undefined)
  NFkB binder: i
CC(=O)Nc1ccc(OC(=O)CSc2nc3ccccc3s2)cc1
  NFkB binder: i
Cc1ccc(OC(=O)N(C)C[C@@H]2OCc3cn(nn3)CCCC(=O)N([C@@H](C)CO)C[C@H]2C)cc1
  NFkB binder: i
C[C@H](CO)N1C[C@H](C)[C@H](CN(C)C(=O)Nc2ccccc2)Oc2ccc(NC(=O)Cc3ccccc3)cc2CC1=O
  NFkB binder: i
O=C(Cn1cc(C(=O)C2CC2)c2ccccc21)Nc1ccccc1Cl
  NFkB binder: i
CCCCNC(=O)c1ccc(C#CC(C)(C)C)c(OC(C)=O)c1
  NFkB binder: i
C[C@H]1CN([C@@H](C)CO)C(=O)Cc2cc(NC(=O)NC3CCCCC3)ccc2O[C@@H]1CN(C)Cc1ccc(C(=O)O)cc1
  NFkB binder: i
O=C(Nc1ccc(I)cc1C(=O)NCc1ccco1)c1cccnc1
  NFkB binder: i
Cc1cccc(-c2nnc(SCc3nc4ccccc4c(=O)[nH]3)n2-c2ccccc2)c1
  NFkB binder: i
O=C(NCCCn1ccnc1)C1CC(c2ccccc2Cl)=NO1 (centres undefined)
  NFkB binder: i

COc1ccc(S(=O)(=O)N(C)C[C@@H]2Oc3ccc(NC(=O)Nc4c(C)noc4C)cc3C(=O)N([C@H](C)CO)C[C@H]2C)cc1
  NFkB binder: i
C[C@@H]1CCCCO[C@@H](CN(C)S(=O)(=O)c2ccc(F)cc2)[C@@H](C)CN([C@@H](C)CO)C(=O)c2cc(NS(=O)(=O)c3ccc(F)cc3)ccc2O1
  NFkB binder: i
C[C@H]1CN([C@@H](C)CO)C(=O)c2cccc(NC(=O)c3nc4ccccc4s3)c2O[C@H]1CN(C)S(=O)(=O)c1cccs1
  NFkB binder: i
C[C@H]1CN([C@@H](C)CO)C(=O)Cc2cc(NC(=O)CCC(F)(F)F)ccc2O[C@H]1CN(C)C(=O)Nc1ccccc1
  NFkB binder: i
Cc1ccc(N(C(C)C(=O)NC2CC2)S(C)(=O)=O)cc1 (centres undefined)
  NFkB binder: i
C[C@H]1CN([C@@H](C)CO)C(=O)c2cccc(NC(=O)C3CCOCC3)c2O[C@H]1CN(C)Cc1ccc(C(F)(F)F)cc1
  NFkB binder: i
COc1ccc(OC)c(C2N=C(Nc3nc4ccccc4s3)NC3=C2C(=O)CC(C)(C)C3)c1 (centres undefined)
  NFkB binder: i
CC(=O)Nc1ccc(NC(=O)CC2Sc3ccc(C(F)(F)F)cc3NC2=O)cc1 (centres undefined)
  NFkB binder: i
C[C@H]1CCCCO[C@H](CN(C)S(=O)(=O)c2cccs2)[C@@H](C)CN([C@@H](C)CO)C(=O)c2cc(NS(C)(=O)=O)ccc2O1
  NFkB binder: i
O=C(NCc1ccco1)c1cnn2c(C(F)F)cc(-c3ccccc3)nc12
  NFkB binder: i

Next part; it opens with the 3 that closed the last part.
CC(=O)Nc1ccc(NC(=O)CC2Sc3ccc(C(F)(F)F)cc3NC2=O)cc1 (centres undefined)
  NFkB binder: i
C[C@H]1CCCCO[C@H](CN(C)S(=O)(=O)c2cccs2)[C@@H](C)CN([C@@H](C)CO)C(=O)c2cc(NS(C)(=O)=O)ccc2O1
  NFkB binder: i
O=C(NCc1ccco1)c1cnn2c(C(F)F)cc(-c3ccccc3)nc12
  NFkB binder: i
Cc1cc(C)nc(SCc2csc(N)n2)n1
  NFkB binder: i
CC(C)NC(=O)N(C)C[C@@H]1Oc2ccc(NC(=O)CCC(F)(F)F)cc2C(=O)N([C@@H](C)CO)C[C@H]1C
  NFkB binder: i
O=C(COc1ccc(I)cc1)Nc1cccnc1
  NFkB binder: i
C[C@H](CO)N1C[C@H](C)[C@H](CN(C)C)Oc2ccc(NC(=O)CCC(F)(F)F)cc2CC1=O
  NFkB binder: i
Cc1cc(C)c(NC(=O)CSc2nc(O)cc(=O)[nH]2)c(C)c1
  NFkB binder: i
C[C@H]1CN([C@@H](C)CO)C(=O)Cc2cc(NC(=O)Cc3ccccc3)ccc2O[C@H]1CN(C)CC1CC1
  NFkB binder: i
Cc1noc(C)c1S(=O)(=O)N(C)C[C@H]1Oc2ccc(NC(=O)Nc3ccccc3)cc2CC(=O)N([C@H](C)CO)C[C@H]1C
  NFkB binder: i
C[C@@H]1CN([C@@H](C)CO)C(=O)c2cccc(NS(=O)(=O)c3ccc(Cl)cc3)c2O[C@@H]1CN(C)C(=O)Nc1ccc(F)cc1
  NFkB binder: i
CNC[C@@H]1Oc2c(NC(=O)c3cc(C)nn3C)cccc2C(=O)N([C@H](C)CO)C[C@@H]1C
  NFkB binder: i
C[C@@H]1CN([C@H](C)CO)C(=O)c2cc(NS(=O)(=O)c3cccs3)ccc2O[C@H]1CN(C)C(=O)Nc1ccc(F)cc1
  NFkB binder: i

Cc1noc(C)c1NC(=O)N(C)C[C@@H]1OCCCC[C@H](C)Oc2ccc(NS(C)(=O)=O)cc2C(=O)N([C@H](C)CO)C[C@@H]1C
  NFkB binder: i
CC12C=CC(=O)C=C1CCC1C2=CCC2(C)C1CC[C@@H]2C(=O)CN1CCN(c2cc(N3CCCC3)nc(N3CCCC3)n2)CC1 (some centres undefined)
  NFkB binder: i
CC(=O)N1Cc2ccccc2C[C@]2(N=C(c3ccc(OCCCO)cc3)O[C@@H]2c2ccccc2)C1=O
  NFkB binder: i
O=c1c2ccccc2nc(-c2ccc(Cl)cc2Cl)n1CCCOc1ccccc1[N+](=O)[O-]
  NFkB binder: i
Cc1noc(C)c1NC(=O)Nc1ccc2c(c1)C(=O)N([C@@H](C)CO)C[C@H](C)[C@@H](CN(C)Cc1ccncc1)O2
  NFkB binder: i
CNC[C@@H]1OCCCC[C@H](C)Oc2ccc(NC(=O)CCC(F)(F)F)cc2C(=O)N([C@@H](C)CO)C[C@@H]1C
  NFkB binder: i
C[C@H](CO)N1C[C@H](C)[C@H](CN(C)Cc2ccc(C(F)(F)F)cc2)Oc2c(NC(=O)NC3CCCCC3)cccc2C1=O
  NFkB binder: i
COc1cc(C)c(C(=O)O[C@H]2[C@@H](OC(C)=O)[C@H](n3ccc(=O)[nH]c3=O)O[C@@H]2CO)c(OC)c1
  NFkB binder: i
C[C@@H]1CN([C@@H](C)CO)C(=O)Cc2cc(NC(=O)Cc3ccccc3)ccc2O[C@@H]1CN(C)CC1CC1
  NFkB binder: i
COc1ccc(CN(C)C[C@H]2Oc3ccc(NC(=O)Nc4cccc5ccccc45)cc3CC(=O)N([C@@H](C)CO)C[C@@H]2C)cc1
  NFkB binder: i

C[C@@H]1CCCCO[C@H](CN(C)Cc2ccc3c(c2)OCO3)[C@@H](C)CN([C@H](C)CO)C(=O)c2cc(NC(=O)CCCN(C)C)ccc2O1
  NFkB binder: i
Cc1ccc(OCCCn2cnc3ccccc3c2=O)c([N+](=O)[O-])c1
  NFkB binder: i
C[C@H]1CN([C@@H](C)CO)C(=O)Cc2cc(NC(=O)NC3CCCCC3)ccc2O[C@@H]1CN(C)C(=O)Nc1ccc(C(F)(F)F)cc1
  NFkB binder: i
Cc1nc(S(=O)(=O)NC[C@@H]2CCCN(Cc3cccc(OCCO)c3)C2)cn1C
  NFkB binder: i
O=C(C1=C[C@@H](C2CCCCC2)C[C@@H](OCc2ccc(CO)cc2)O1)N1CCN(Cc2ccccc2)CC1
  NFkB binder: i
C[C@@H]1CCCCO[C@H](CN(C)C)[C@H](C)CN([C@H](C)CO)C(=O)c2cc(NC(=O)c3ccccc3)ccc2O1
  NFkB binder: i
O=[N+]([O-])c1ccc(S(=O)(=O)CC2CSc3nc4ccccc4n32)cc1 (centres undefined)
  NFkB binder: i
Cc1cc(C)cc(OCC(=O)Nc2cccc(-c3nc4ccccc4o3)c2)c1
  NFkB binder: i
C[C@H](CO)N1C[C@H](C)[C@@H](CN(C)C)OCc2cn(nn2)CCCC1=O
  NFkB binder: i
Cc1noc(C)c1NC(=O)Nc1ccc2c(c1)CC(=O)N([C@@H](C)CO)C[C@@H](C)[C@@H](CN(C)C)O2
  NFkB binder: i

Cc1ccc(S(=O)(=O)N2Cc3ccccc3CC2C(=O)Nc2sc3c(c2C#N)CCCC3)cc1 (centres undefined)
  NFkB binder: i
CC(C)NC(=O)N(C)C[C@H]1Oc2ccc(NC(=O)CCN3CCOCC3)cc2CC(=O)N([C@@H](C)CO)C[C@@H]1C
  NFkB binder: i
Cc1noc(C)c1S(=O)(=O)N(C)C[C@H]1Oc2ccc(NS(=O)(=O)c3cn(C)cn3)cc2CC(=O)N([C@@H](C)CO)C[C@H]1C
  NFkB binder: i
Cc1ccc(C(C)C)cc1OCC(O)Cn1c(C)nc2ccccc21 (centres undefined)
  NFkB binder: i
CCOC(=O)C1C(=O)C(=O)Nc2ccccc21 (centres undefined)
  NFkB binder: i
C[C@H](CO)N1C[C@H](C)[C@@H](CN(C)CC2CC2)Oc2ccc(NS(=O)(=O)c3cccs3)cc2CC1=O
  NFkB binder: i
COC(=O)c1cc(OC)c(OC)cc1NC(=O)C1c2ccccc2Oc2ccccc21
  NFkB binder: i
O=C(CSc1nc(-c2ccccc2)cc(=O)[nH]1)Nc1cc(C(F)(F)F)ccc1Cl
  NFkB binder: i
CC[C@H]1OC(=O)[C@H](C)[C@@H](OC2C[C@@](C)(OC)[C@@H](O)[C@H](C)O2)[C@H](C)[C@@H](O[C@@H]2O[C@H](C)C[C@H](N(C)C)[C@H]2O)[C@](C)(O)C[C@@H](C)/C(=N\OCOCCOC)[C@H](C)[C@@H](O)[C@]1(C)O (some centres undefined)
  NFkB binder: i
CCCNc1ncnc2ccc(Br)cc12
  NFkB binder: i

C[C@H](CO)N1C[C@H](C)[C@H](CN(C)Cc2ccc(C(=O)O)cc2)Oc2c(cccc2N(C)C)C1=O
  NFkB binder: i
CCn1c2ccccc2c2cc(NC(=O)COc3ccc([N+](=O)[O-])cc3)ccc21
  NFkB binder: i
CCCCCc1ccc(/C=C/C(=O)Nc2ccccc2C(=O)O)cc1
  NFkB binder: i
COc1ccc(C(=O)C(C)Oc2ccc(NC(=O)c3cccc(OC)c3)cc2)cc1 (centres undefined)
  NFkB binder: i
C[C@@H]1CN([C@H](C)CO)C(=O)Cc2cc(NC(=O)CCN3CCOCC3)ccc2O[C@H]1CN(C)Cc1ccncc1
  NFkB binder: i
O=C(Nc1ccc(Cc2ccc(O)c(NC(=O)c3ccccc3F)c2)cc1O)c1ccccc1F
  NFkB binder: i
CN1C(=O)c2ccccc2-n2c(nc3ccccc3c2=O)[C@@]12O[C@H]2c1ccccc1
  NFkB binder: i
C[C@H](CO)N1C[C@H](C)[C@@H](CN(C)S(=O)(=O)c2ccc(F)cc2)Oc2c(NC(=O)NC3CCCCC3)cccc2C1=O
  NFkB binder: i
O=C(CSc1ncn[nH]1)Nc1nsc(-c2ccc(Cl)cc2)n1
  NFkB binder: i
C[C@H]1CCCCO[C@@H](CN(C)S(=O)(=O)c2ccccc2)[C@@H](C)CN([C@@H](C)CO)C(=O)c2cc(N(C)C)ccc2O1
  NFkB binder: i

C[C@@H]1CN([C@H](C)CO)C(=O)c2cccc(NS(=O)(=O)c3cccs3)c2O[C@H]1CN(C)Cc1ccc(-c2ccccc2)cc1
  NFkB binder: i
COc1ccc(S(=O)(=O)Nc2ccc3c(c2)C(=O)N([C@@H](C)CO)C[C@@H](C)[C@@H](CN(C)CC2CC2)O3)cc1
  NFkB binder: i
COc1ccc(CN(C)C[C@H]2Oc3c(NC(=O)C4CCOCC4)cccc3C(=O)N([C@@H](C)CO)C[C@@H]2C)cc1
  NFkB binder: i
C[C@@H]1CCCCO[C@@H](CN(C)Cc2ccc(Cl)c(Cl)c2)[C@H](C)CN([C@@H](C)CO)C(=O)c2cc(NS(=O)(=O)c3ccc(F)cc3)ccc2O1
  NFkB binder: i
CCCCCCNC(=O)Nc1ccc(S(=O)(=O)Nc2ccc(CCNCC(O)COc3ccc(O)cc3)cc2)cc1 (centres undefined)
  NFkB binder: i
Cc1n[nH]c(C)c1C(=O)CC1(O)C(=O)Nc2ccc(Br)cc21 (centres undefined)
  NFkB binder: i
CC1CCCC2=CC(OC2=O)C(C)(C)CCC1=O (centres undefined)
  NFkB binder: i
Cc1noc(C)c1S(=O)(=O)Nc1cccc2c1O[C@H](CN(C)Cc1ccc(Cl)c(Cl)c1)[C@H](C)CN([C@@H](C)CO)C2=O
  NFkB binder: i
CC/C=C\C/C=C\C/C=C\C/C=C\C/C=C\C/C=C\CCC(=O)O
  NFkB binder: i
C[C@@H]1CN([C@H](C)CO)C(=O)c2cccc(NS(=O)(=O)c3cn(C)cn3)c2O[C@@H]1CN(C)Cc1ccc(C(F)(F)F)cc1
  NFkB binder: i

C[C@@H]1CN([C@@H](C)CO)C(=O)c2cc(NC(=O)C3CC3)ccc2O[C@H]1CN(C)S(=O)(=O)c1ccc(F)cc1
  NFkB binder: i
COc1ccc(S(=O)(=O)N(C)C[C@@H]2Oc3c(NC(=O)Nc4cccc5ccccc45)cccc3C(=O)N([C@H](C)CO)C[C@@H]2C)cc1
  NFkB binder: i
COc1ccc(NC(=O)Nc2cccc3c2O[C@H](CN(C)C(=O)Nc2ccc(F)cc2)[C@@H](C)CN([C@H](C)CO)C3=O)cc1
  NFkB binder: i
Cc1ccc(NC(=O)CN(c2ccc(Cl)c(C(F)(F)F)c2)S(C)(=O)=O)cc1
  NFkB binder: i
CC(=O)NCCCC[C@@H]1NC(=O)[C@H]2C[C@@H](C(=O)NCCCCCCNC(=O)CS)[C@@H](c3ccc(O)cc3)N2C1=O
  NFkB binder: i
COc1c(CCC(=O)O)c(O[C@@H]2O[C@H](CO)[C@@H](O)[C@H](O)[C@H]2O)cc2occc12
  NFkB binder: i
C[C@@H]1CCCCO[C@H](CN(C)C(=O)Nc2ccccc2)[C@@H](C)CN([C@@H](C)CO)C(=O)c2cc(NC(=O)C3CCCCC3)ccc2O1
  NFkB binder: i
Clc1ccc(Cn2ncc3c(NCCN4CCOCC4)ncnc32)cc1
  NFkB binder: i
COc1cc2c(cc1O)C1(Cc3ccc4c(c3C1=O)OCO4)N(C)CC2 (centres undefined)
  NFkB binder: i
C[C@@H]1O[C@@H](OC[C@H]2O[C@@H](Oc3ccc(O)cc3)[C@H](O)[C@@H](OC(=O)c3ccc(O)cc3)[C@@H]2O)[C@H](O)[C@H](O)[C@H]1O
  NFkB binder: i
COc1ccc(CN(C)C[C@@H]2OCCCC[C@H](C)Oc3ccc(NC(=O)Nc4c(C)noc4C)cc3C(=O)N([C@@H](C)CO)C[C@@H]2C)cc1
  NFkB binder: i

Source: PubChem BioAssay (Broad Institute)

Some of the compounds tested; the hit share may differ from the screen's.
